Screens from PubChem.
MgcRacGAP inhibition: MgcRacGAP GTPase-activating activity inhibitors, confirmation, biochemical, ADP Hunter fluorescence | AID 624330 | one-dose inhibition, % at 30 µM; IC50 in µM for titrated hits | MgcRacGAP-stimulated Rac1 GTP hydrolysis, ADP Hunter fluorescence; higher % means a stronger effect; GST-tagged Rac1 F28L mutant substrate | hit rate 0.6% among 340,000;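 active means first-screen hits whose inhibition reached a set limit at any dose in the follow-up dose series; inconclusive means inhibition above the set first-screen limit but never retested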;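 further: fluorescence reports GDP produced by GAP-driven GTP hydrolysis; strong numbers were not always called active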
Myeloid diff MLP: promotes myeloid progenitor differentiation; ER-HoxA9 myeloid progenitors, lysozyme-GFP differentiation, flow cytometry; calls only at 10 µM; hit rate 1% among 360,000;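 active means normalized GFP-positive differentiation at or above the plate's own cutoff, the solvent-only control mean plus 3 SD; inconclusive means no clear call, values can overlap the other calls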;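 further: cells exposed to compound for four days before flow analysis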
Myeloid diff MLP GFP+ MAC1+ %: second read-out of Myeloid diff MLP, no call of its own (marks repeat the call); GFP+ MAC1+ double positive, %; measured here: differentiation confirmed by MAC1 staining
Active calls of the source: *; i = inactive; ? = inconclusive; . = no result given. The list is partial; rates above refer to the full screens.

compound,MgcRacGAP inhibition,Myeloid diff MLP,Myeloid diff MLP GFP+ MAC1+ %
COc1ccc(S(=O)(=O)N2CCN(C(=O)c3ccccc3Cc3ccccc3)CC2)cc1OC,10%,i,1.1
O=C1NC(=O)C(CCc2ccccc2)(c2ccccc2)N1 (stereo not drawn),-3%,i,0.5
CN(C)C(=O)c1ccc(-c2nnc(OCc3nc4ccccc4n3C)c3ccccc23)cc1,10%,i,0.4
C[C@H](CO)N1C[C@H](C)[C@@H](CN(C)Cc2cccc(C(=O)O)c2)OCc2cnnn2CCCC1=O,6%,i,1.0
CCOC(=O)c1c(NC(=O)CSc2nnc(-c3ccncc3)n2Cc2ccco2)sc(C(C)=O)c1C,3%,i,0.9
C[C@@H]1CCCCO[C@H](CN(C)C(=O)c2ccncc2)[C@H](C)CN([C@@H](C)CO)C(=O)c2cc(NC(=O)c3ccccc3)ccc2O1,12%,i,1.0
Cc1cccc(NC(=O)c2ccc(NS(=O)(=O)c3cccc4cccnc34)cc2)c1,-15%,i,3.1
Cc1nc(SCC(=O)N2CCNC2=O)c(C#N)c(C)c1C,13%,i,0.7
O=C1C=CC(O)C2(CO)OC12 (stereo not drawn),29%,i,1.4
Cc1ccc(OCCC(=O)Nc2cc(S(=O)(=O)N3CCOCC3)ccc2N2CCCC2)cc1,4%,i,0.5
CC1=CC(C)(C)NC(=S)N1c1ccc(Cl)cc1,1%,i,1.6
CN(c1ccc(OCC(=O)Nc2ccc(S(N)(=O)=O)cc2)cc1)S(=O)(=O)c1ccc(F)cc1,1%,i,1.1
Cc1cccc(N=C2CCCC2C(=O)Nc2cccc(C)c2C)c1C (stereo not drawn),6%,i,1.1
CC(C)CN1CC(C)C(=O)NC1=S (stereo not drawn),5%,i,0.6
O=C(CNC(=O)N1CC(=O)Nc2ccccc21)NCc1ccc(F)cc1,6%,i,0.7
Cc1cccc(C(=O)NC(C(=O)Nc2ccc(S(=O)(=O)Nc3nccs3)cc2)C(C)C)c1 (stereo not drawn),5%,i,0.7
CCN(C(=O)COC(=O)CCOc1ccccc1C)c1c(N)n(Cc2ccccc2)c(=O)[nH]c1=O,6%,i,0.5
CC1CN(CC(O)c2ccc(Br)cc2)CCO1 (stereo not drawn),3%,i,0.9
OCC(O)C(O)C(O)c1cnn(-c2ccccc2)n1 (stereo not drawn),-2%,i,1.0
COC(=O)c1ccc(CNC(=O)COC(=O)CNS(=O)(=O)c2ccc(C)cc2)cc1,5%,i,0.9
F[B-](F)(F)COCc1ccccc1Br,0%,i,0.4
CC1CC(C)(C)CC2(C1)NC(=O)N(CC(=O)Nc1cc(C(F)(F)F)ccc1N1CCCCC1)C2=O (stereo not drawn),8%,i,0.4
O=C(OCc1ccccc1)N1CCC2CC1c1cc(-c3cc4ccccc4o3)ccc12 (stereo not drawn),12%,i,0.1
Cc1ccc(NC(=O)COC(=O)Cn2c(C)csc2=O)cc1S(=O)(=O)N1CCOCC1,3%,i,0.7
CCCCCCN1C[C@H](n2cc(COC(=O)c3ccccc3)nn2)[C@@H](O)C[C@@H]1c1ccc(OC)cc1,13%,i,1.0
CN1CCC(N(C)C(=O)c2ccc(Cl)c(S(=O)(=O)Nc3ccc(Cl)cc3)c2)CC1,8%,i,0.0
CCCC1NC(=O)c2cccnc2-n2c1nc1ccc(Cl)cc1c2=O (stereo not drawn),14%,i,2.7
CCOC(=O)C(C(=O)OCC)C(c1ccccc1)N1CCN(c2ccccc2)CC1 (stereo not drawn),2%,i,1.4
COc1cc(OC)cc(C(=O)Nc2cccc(NC(=O)c3cccs3)c2)c1,9%,i,0.4
CCOC(=O)c1cc(-c2sc(NC(=O)c3ccccc3)nc2C)n(CCO)n1,11%,?,.
O=C(CN(c1ccc(Br)cc1)S(=O)(=O)c1ccc(Cl)c([N+](=O)[O-])c1)NCC1CCCO1 (stereo not drawn),1%,i,0.0
CCC(=O)N(C)C[C@@H]1Oc2cc(Br)ccc2S(=O)(=O)N([C@@H](C)CO)C[C@@H]1C,-6%,i,0.3
Nc1c2c(=O)[nH]c(O)cc2nn1-c1ccccc1,11%,i,0.5
Cc1cc(C)cc(-n2nnc3ccccc3c2=O)c1,7%,i,0.9
CCCCCCCSc1ncnc2[nH]ncc12,4%,i,0.9
O=C(Nc1cccc2c1[nH]c(=O)c1ccccc12)C(F)(F)F,5%,i,1.0
Cc1ccc(C(=O)NCC(=O)OCCCn2c(=O)[nH]c3ccccc32)cc1C,19%,i,1.7
Cc1nn(-c2ccc(Cl)cn2)c2c1C(=O)CC(C)(C)C2Br (stereo not drawn),4%,i,1.0
COc1ccc(CCC(=O)Nc2ccc(S(=O)(=O)NC3=NCCCCC3)cc2)cc1,3%,i,2.1
O=[N+]([O-])c1ccc(Cl)cc1P(=O)(O)c1cc(Cl)ccc1[N+](=O)[O-],3%,i,1.0

Quoted at random: 5 entries already listed, in no set order.
compound,MgcRacGAP inhibition,Myeloid diff MLP,Myeloid diff MLP GFP+ MAC1+ %
CCC(=O)N(C)C[C@@H]1Oc2cc(Br)ccc2S(=O)(=O)N([C@@H](C)CO)C[C@@H]1C,-6%,i,0.3
Cc1ccc(C(=O)NCC(=O)OCCCn2c(=O)[nH]c3ccccc32)cc1C,19%,i,1.7
Cc1nn(-c2ccc(Cl)cn2)c2c1C(=O)CC(C)(C)C2Br (stereo not drawn),4%,i,1.0
O=C(Nc1cccc2c1[nH]c(=O)c1ccccc12)C(F)(F)F,5%,i,1.0
CCCC1NC(=O)c2cccnc2-n2c1nc1ccc(Cl)cc1c2=O (stereo not drawn),14%,i,2.7

The list goes on:
Results follow in this order: MgcRacGAP inhibition | Myeloid diff MLP | Myeloid diff MLP GFP+ MAC1+ %
- Cc1ccc(S(=O)(=O)N2C[C@H]3C(=O)C[C@@H](c4cccc5ccccc45)N(S(=O)(=O)c4ccc(C)cc4)[C@H]3C[C@H]2c2ccc(Cl)cc2)cc1
→ 9% | i | 1.1
- c1ccc2cc(N3CCCCC3)ccc2c1
→ 3% | i | 1.7
- COc1ccc2c(c1)Cc1c-2cc(Br)c(N)c1Br
→ 12% | i | 0.6
- CCN(CC)C(=O)C1=C(C)N(Cc2ccc(OC)cc2)C(=O)C(CC(=O)NCc2ccco2)C1 (stereo not drawn)
→ -13% | i | 0.2
- COc1ccc(OC)c(C(=O)C(=O)c2cc(OC)ccc2OC)c1
→ 0% | i | 0.4
- O[C@H]1CN(Cc2cccs2)[C@@H](c2ccc(Cl)cc2)C[C@@H]1n1cc(C2CC2)nn1
→ 10% | i | 1.3
- CSc1nc(Cl)c(Br)c(Nc2c[nH]c(=O)[nH]c2=O)n1
→ 4% | i | 0.9
- Cc1ccc(S(=O)(=O)N2CCN(C(=O)COC(=O)c3ccc(Cl)c(S(N)(=O)=O)c3)CC2)c(C)c1
→ 4% | i | 0.9
- O=c1[nH]nc(N=Nc2c(O)[nH]c3ccc(F)cc23)c(=O)[nH]1
→ 8% | i | 0.8
- CC1C(=O)N(Cc2cn(Cc3ccco3)nn2)CCS(=O)(=O)N1Cc1ccc(-c2ccc(F)cc2)cc1 (stereo not drawn)
→ 12% | i | 0.9
- Cc1ccccc1NC(=O)c1cc(S(=O)(=O)N2CCCCC2)ccc1N1CCOCC1
→ 8% | i | 0.7
- CC12CCC(C)(O1)C1C(=O)N(c3nccs3)C(=O)C12 (stereo not drawn)
→ 2% | ? | .
- Cc1cc(C)c(C(=O)Nc2ccc3c(c2)OCCO3)c(C)c1
→ 4% | i | 1.5
- CC(NC(=O)c1cccc(S(=O)(=O)N2CCN(Cc3ccccc3)CC2)c1)c1ccccc1Cl (stereo not drawn)
→ 5% | i | 1.2
- CCc1cc(-c2nnn(CCC3COCCO3)c2C(C)(C)O)ccc1-c1cn(CCc2c[nH]c3ccccc23)nn1 (stereo not drawn)
→ 16% | i | 0.4
- CCCN(CCC)CCNC(=O)Cn1cc2c(n1)-c1c(oc(C(=O)N3CCCC3)c1C)CC2
→ 5% | i | 1.2
- Nc1nccc(SCc2ccccc2)n1
→ 4% | i | 1.0
- O=C(CC(O)c1ccccc1)Nc1ccccn1 (stereo not drawn)
→ -7% | i | 0.3
- O=S1(=O)CCN(C2CCCCCCCCCCC2)CC1
→ 13% | i | 0.7
- COC(=O)c1ccccc1NC(=O)CSc1nc2ccsc2c(=O)n1Cc1ccc(C(=O)O)cc1
→ 10% | i | 2.6

Complete entries, quoted from the list. Screens in order: MgcRacGAP inhibition | Myeloid diff MLP | Myeloid diff MLP GFP+ MAC1+ %
Listed for `COc1ccc2c(c1)Cc1c-2cc(Br)c(N)c1Br` = 12% | i | 0.6
Listed for `CSc1nc(Cl)c(Br)c(Nc2c[nH]c(=O)[nH]c2=O)n1` = 4% | i | 0.9
Listed for `CCc1cc(-c2nnn(CCC3COCCO3)c2C(C)(C)O)ccc1-c1cn(CCc2c[nH]c3ccccc23)nn1` (stereo not drawn) = 16% | i | 0.4
Listed for `Nc1nccc(SCc2ccccc2)n1` = 4% | i | 1.0
Listed for `Cc1ccc(S(=O)(=O)N2CCN(C(=O)COC(=O)c3ccc(Cl)c(S(N)(=O)=O)c3)CC2)c(C)c1` = 4% | i | 0.9

(list continues)
Results follow in this order: MgcRacGAP inhibition | Myeloid diff MLP | Myeloid diff MLP GFP+ MAC1+ %
- COc1ccc(C(=O)OCC(=O)NC2CC2)cc1
→ -25% | i | 1.1
- COc1ccc(S(=O)(=O)N2CCOCC2)cc1NC(=O)c1ccc(S(=O)(=O)N2CCCCC2)cc1
→ 6% | i | 0.8
- COCCCN1C(=O)C(CC(=O)NCC2CCCCC2)CC(C(=O)N(C)C)=C1C (stereo not drawn)
→ 15% | i | 3.8
- O=[N+]([O-])c1ccc2c(c1)C(=NO)c1cc(F)ccc1-2
→ 7% | i | 0.8
- CC(C)(C)S(=O)(=O)N1C[C@@H]2CC/C=C\C/C(c3ccccc3)=C\2[C@H]1CCO
→ 6% | i | 0.2
- CC1=C(C(=O)N2CCOCC2)CC(CC(=O)NCc2cccc3ccccc23)C(=O)N1Cc1ccc(F)cc1 (stereo not drawn)
→ 6% | i | 0.3
- Cc1ccc(NC(=O)c2ncn(CCCNCc3ccccc3)n2)cc1C
→ 14% | i | 0.7
- O=C(CSC1=NCCS1)N1N=C(c2cccs2)CC1c1ccc(F)cc1 (stereo not drawn)
→ 7% | i | 0.6
- O=C(CCCc1ccncc1)c1ccccc1
→ -8% | i | 0.6
- COCCNC(=O)/C(C#N)=C1\N=C(NC(=O)c2ccco2)c2ccccc21
→ 3% | i | 0.5
- Cn1c2nc(=O)[nH]c(=O)c-2cc2ccccc21
→ 4% | i | 0.1
- COc1cccc(C(=O)NCCCNc2nc3cc(C)cc(C)c3cc2C#N)c1
→ 8% | i | 0.5
- COc1cc2c(cc1OC)C1CCN3C(=O)CCC3N1CC2 (stereo not drawn)
→ -32% | i | 0.7
- CON(C)C(=O)/C=C/c1ccc([B-](F)(F)F)cc1
→ 5% | i | 0.5
- CC1=C(C(=O)N(C)C)CC(CC(=O)NCCc2ccccn2)C(=O)N1CCCN1CCCC1=O (stereo not drawn)
→ 3% | i | 1.2
- CC(C)c1ccc(/C=c2\sc3n(c2=O)C(N)=C(C#N)C(c2ccc(C(C)C)cc2)C=3C(N)=O)cc1 (stereo not drawn)
→ 12% | i | 0.6
- N#CCCN(NC(=O)OCc1ccccc1)C(=O)OCc1ccccc1
→ -7% | i | 0.8
- Cc1cnc(N=Nc2ccccc2)[nH]1
→ 3% | i | 1.2
- O=C1C(=NO)CCCc2ccccc21
→ 0% | i | 0.5
- COC(=O)c1ccc(NCc2cc(O)ccc2O)cc1
→ ? | i | 1.6
- O=C1C(=Cc2cccs2)Oc2ccccc21
→ 11% | i | 0.5
- CC(C(=O)Nc1ccc2c(c1)OCO2)N(C)CC(=O)Nc1ccc(Cl)cc1 (stereo not drawn)
→ 30% | i | 0.2
- Cc1ccccc1NS(=O)(=O)c1ccc(C(=O)NCC2(N3CCOCC3)CCCCC2)cc1
→ 2% | i | 1.1
- Cc1nn(-c2ccccc2)c(C)c1C(=O)OCC(=O)Nc1ccc(C(N)=O)cc1
→ 4% | i | 0.5
- O=C(NCCCN1CCOCC1)/C(=C/c1ccc(-c2cccc([N+](=O)[O-])c2)o1)NC(=O)c1ccccc1
→ 8% | i | 1.2
- O=C(/C=C/c1ccccc1)c1ccc2ccccc2c1
→ 5% | i | 0.4
- CCON1C(=O)C2(CCCCC2)C(=O)C12C=CCCC2 (stereo not drawn)
→ 1% | i | 0.6
- C[C@H]1CCCCO[C@H](CN(C)Cc2ccc(C(=O)O)cc2)[C@@H](C)CN([C@@H](C)CO)C(=O)c2cc(NS(=O)(=O)c3cn(C)cn3)ccc2O1
→ 20% | i | 0.4
- CN(CC(=O)Nc1cccc(Cl)c1)S(=O)(=O)/C=C/c1ccccc1
→ 15% | i | 0.5
- COc1ccc(N=C2C(=S)N(c3ccc(OC)cc3)C(=NS(=O)(=O)c3ccccc3)N2c2ccccc2)cc1
→ 24% | i | 1.2
- CC(C)C[C@@H](CNCC(=O)[C@H](CC(C)C)NC(=O)c1[nH]cnc1C(=O)N[C@@H](C)CN)NC(=O)c1nc[nH]c1C(=O)N[C@@H](CC(C)C)C(=O)O
→ 1% | i | 0.6
- COc1ccc(NC(=O)c2ccncc2)cc1S(=O)(=O)N1CCCCC1
→ -34% | i | 1.9
- CCOC(=O)c1c(C)[nH]c(C(=O)OC(C)C(=O)Nc2ccc(C)cc2)c1C (stereo not drawn)
→ 13% | i | 0.9
- CCOC(=O)C1=C(COC(=O)c2ccc(OC)c(S(=O)(=O)N3CCOCC3)c2)NC(=O)NC1C (stereo not drawn)
→ 6% | i | 1.3
